Screening data deposited in PubChem BioAssay by The Scripps Research Institute Molecular Screening Center.
MITF primary: inhibitors of human MITF; inhibition, % at 2.6 µM; AlphaScreen MITF homodimerization, bead proximity signal; hit rate 0.91% among 650,000; O75030; in the data active means inhibition above about 50%;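 further: 0% = vehicle wells with protein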
Target sequence (O75030 whole entry, looked up): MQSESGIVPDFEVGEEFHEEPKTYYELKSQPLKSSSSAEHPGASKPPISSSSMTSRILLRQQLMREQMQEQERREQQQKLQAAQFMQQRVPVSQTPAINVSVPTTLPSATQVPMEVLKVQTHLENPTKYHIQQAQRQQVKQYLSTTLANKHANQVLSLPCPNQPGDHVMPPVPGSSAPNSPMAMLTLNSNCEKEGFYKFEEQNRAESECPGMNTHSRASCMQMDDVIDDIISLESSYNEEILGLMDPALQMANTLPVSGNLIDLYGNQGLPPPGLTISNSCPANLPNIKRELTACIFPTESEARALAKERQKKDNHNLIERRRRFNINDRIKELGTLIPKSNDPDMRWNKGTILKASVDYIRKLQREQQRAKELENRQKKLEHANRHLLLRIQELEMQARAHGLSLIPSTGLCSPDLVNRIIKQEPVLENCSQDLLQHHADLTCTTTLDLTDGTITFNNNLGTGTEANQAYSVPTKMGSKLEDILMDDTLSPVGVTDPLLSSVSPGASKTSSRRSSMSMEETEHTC
GPR151 ag: activates the human receptor GPR151; Q8TDV0; PathHunter beta-arrestin GPR151 cells, luminescence; activation, % at 11.2 µM; hit rate 1% among 650,000; in the data active means activation above about 4.9%;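 further: 0% = median of compound wells and 100% = cells with positive control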
Target sequence (Q8TDV0 whole entry, looked up): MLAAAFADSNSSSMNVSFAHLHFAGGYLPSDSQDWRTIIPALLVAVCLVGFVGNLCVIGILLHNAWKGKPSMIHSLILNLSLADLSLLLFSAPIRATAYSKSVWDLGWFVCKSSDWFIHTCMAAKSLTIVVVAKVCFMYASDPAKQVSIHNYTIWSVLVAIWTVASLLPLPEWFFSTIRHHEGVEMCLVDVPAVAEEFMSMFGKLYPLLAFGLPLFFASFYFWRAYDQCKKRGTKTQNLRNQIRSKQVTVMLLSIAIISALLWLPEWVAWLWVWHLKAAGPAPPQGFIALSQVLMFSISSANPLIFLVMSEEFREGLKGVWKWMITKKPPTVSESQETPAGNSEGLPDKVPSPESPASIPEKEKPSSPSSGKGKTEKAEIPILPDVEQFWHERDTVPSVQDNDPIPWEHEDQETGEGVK
TEAD-YAP block: TEAD-YAP interaction inhibition; HEK-TIYL cells, TEAD-Gal4/YAP UAS-luciferase luminescence; inhibition, % at 9.12 µM; hit rate 1.4% among 640,000; in the data active means inhibition above about 32%;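 further: 0% = median of test compound wells and 100% = reference inhibitor wells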
FBW7 activator: activators of human E3 ligase FBW7. Q969H0. AlphaScreen FBW7–phospho-cyclin E peptide binding, activator screen. normalized activity (activation), % at 26.1 µM. hit rate 0.13% among 650,000. AID 1259310; in the data active means normalized activity above about 1.9%;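 further: purified mutant Fbw7 with reduced substrate affinity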
Starred values were filed as active, the others as inactive. The order is random; any-hit rate near 3.4%.

SMILES	MITF primary	GPR151 ag	TEAD-YAP block	FBW7 activator
COc1cc(/C=C(\C#N)c2nn(CCO)c(N)c2C#N)cc(Br)c1OCc1ccc(Cl)cc1Cl	7	0.6	4	-0.2
Cc1ccsc1C(=O)OCc1nc2ccccc2c(=O)[nH]1	6	0.1	-8	0.4
Cc1ccc(N2CC(NC(=O)N3CCN(c4ccc([N+](=O)[O-])cc4)CC3)CC2=O)cc1C (centres undefined)	11	-0.6	12	0.3
COc1ccccc1NC(=O)CN1CCC(n2c(C)nc3cc(F)ccc32)CC1	13	0.0	-20	0.0
O=C(Nc1ccc(I)cc1Cl)c1cccs1	-22	2.1	-54	0.0
O=C(Cc1cccc2ccccc12)NC1CC1	12	-1.0	7	-0.2
O=C(Nc1cc(C(F)(F)F)ccc1Cl)c1ccc(-c2ccccc2)cc1	-1	-0.3	0	-0.1
O=C1c2cc(Cl)c(Cl)cc2C(=O)N1c1ccc(I)cc1	-4	-1.3	-15	-0.1
COc1ccc(CC(=O)NCC2Cc3cc(Cl)cc(-c4ccncc4)c3O2)cc1 (centres undefined)	-2	1.2	-6	-0.1
CCOC(=O)C1=C(c2ccccc2)OC(N)=C(C#N)C1CC(C)C (centres undefined)	9	-1.6	-4	0.0
COc1ccc(NC(=S)Nc2ccccc2F)cc1OC	9	-0.2	0	-0.4
N#Cc1c(C(F)(F)F)cc(-c2cccs2)nc1SCC(=O)c1ccc(Br)cc1	1	0.1	7	0.1
CCCn1c(SCC(=O)NCc2ccco2)nnc1C(C)C	0	1.8	-4	0.0
O=C(NC(=S)N1CCN(c2ccc([N+](=O)[O-])c(N3CCOCC3)c2)CC1)c1ccco1	2	-0.8	12	0.0
COC(=O)CCC(=O)Nc1cccc(Cl)c1	3	0.0	7	0.1
CN(CCC#N)C(=O)c1cnn2c1NC(c1ccco1)CC2C(F)(F)F (centres undefined)	-5	0.2	2	-0.1
CCOc1ccc(S(=O)(=O)N2CC3(C)CC2CC(C)(C)C3)cc1 (centres undefined)	-10	-0.7	-7	-0.2
O=C(c1cnc2sccn2c1=O)N1CCC2(CC1)OCCO2	11	-0.4	11	-0.3
Clc1cccc(-c2cc3ccccn3c2)c1	-4	0.4	5	1.0
COc1cc(NC(=S)NCc2ccco2)cc(OC)c1	-8	-0.7	-7	-0.1
CCN(CC)CCCNC(=O)CN1N=C(C(C)(C)C)Cn2c(cc3ccccc32)C1=O	15	0.0	-6	0.0
Cc1cc(C)cc(NC(=O)Nc2nnc(N3CCC(C)CC3)s2)c1	6	3.0	11	0.0
NC(=O)c1c(NC(=O)C2=COCCO2)sc2c1CCC2	-2	-0.6	-60	-0.1
Cn1cc(C(=O)NCCCN2CCCC2=O)c2[nH]c(=O)n(Cc3ccccc3)c(=O)c21	18	-0.7	3	1.8

Three compounds already listed, sorted by number of heavy atoms, low to high:
SMILES	MITF primary	GPR151 ag	TEAD-YAP block	FBW7 activator
O=C(c1cnc2sccn2c1=O)N1CCC2(CC1)OCCO2	11	-0.4	11	-0.3
Cc1cc(C)cc(NC(=O)Nc2nnc(N3CCC(C)CC3)s2)c1	6	3.0	11	0.0
CCN(CC)CCCNC(=O)CN1N=C(C(C)(C)C)Cn2c(cc3ccccc32)C1=O	15	0.0	-6	0.0

Other compounds.
SMILES	MITF primary	GPR151 ag	TEAD-YAP block	FBW7 activator
CCn1c(/C=N/Nc2ccc(C(=O)O)cc2)nc2ccccc21	10	0.2	1	0.1
CC(C)c1ccc(NC(=O)c2ccc(NCCCN(C)Cc3ccccc3)c([N+](=O)[O-])c2)cc1	17	0.3	0	-0.8
CN1CCc2nc(SCC(=O)OCc3ccccc3)c(C#N)c(-c3cccs3)c2C1	8	-0.3	-4	0.1
Cn1c(=O)c2sccc2n2c(CCCC(=O)N3CCN(c4cccc(Cl)c4)CC3)nnc12	7	0.8	5	0.1
Cc1cccn2c(=O)c3cc(C(=O)Nc4cccc(F)c4)n(C)c3nc12	11	3.5	-1	0.0
CCOC(=O)C1=C(c2ccccc2)NC(=S)NC1c1ccc(OCc2ccccc2)cc1 (centres undefined)	10	-0.1	-5	0.3
O=C(NN1S(=O)(=O)c2ccccc2S1(=O)=O)c1cccc([N+](=O)[O-])c1	0	0.1	12	-0.1
O=S(=O)(/N=C(/c1ccc(F)cc1)N1CCCCC1)c1ccc(Cl)cc1	-2	-0.6	-1	-0.1
COc1ccc(CNc2cc(C)ccn2)cc1	-2	-0.5	-36	0.0
O=C(CSc1ccccn1)Nc1c(C(=O)C2CC2)oc2ccccc12	23	4.3	-10	0.8
N#Cc1nc(NC(=O)c2cc(-c3cccs3)nc3ccccc23)[nH]c1C#N	0	-1.1	-10	-0.1
O=C(Nc1cc(C(F)(F)F)cc(Cl)n1)C1COc2ccccc2O1 (centres undefined)	13	-0.9	9	1.9*

The closing 4 compounds of the section before come first, to join the parts.
SMILES	MITF primary	GPR151 ag	TEAD-YAP block	FBW7 activator
COc1ccc(CNc2cc(C)ccn2)cc1	-2	-0.5	-36	0.0
O=C(CSc1ccccn1)Nc1c(C(=O)C2CC2)oc2ccccc12	23	4.3	-10	0.8
N#Cc1nc(NC(=O)c2cc(-c3cccs3)nc3ccccc23)[nH]c1C#N	0	-1.1	-10	-0.1
O=C(Nc1cc(C(F)(F)F)cc(Cl)n1)C1COc2ccccc2O1 (centres undefined)	13	-0.9	9	1.9*
CN1CCN(c2ccc(-c3nc(NCCO)c4ncn(CCN5CCCC5=O)c4n3)cc2)CC1	3	0.1	8	0.1
CCCNC(=O)CSc1nccn1Cc1ccco1	13	-1.7	4	0.1
Cc1ccc(CNC(=O)CSc2nc3ccccc3c(=O)n2CCCC(=O)NCc2ccco2)cc1	8	0.6	-1	0.0
O=C(NC1CC1)c1ccc(C2SCC(=O)N2Cc2ccccc2)cc1 (centres undefined)	10	-1.0	6	0.1
Cc1cc2ncn(CC3CCN(S(=O)(=O)C4CC4)CC3)c2cc1C	10	0.7	-3	0.1
COc1ccc(Nc2ncnc3c2c(-c2ccccc2)cn3-c2cccc(Cl)c2)cc1	11	0.4	-13	0.0
CC(C)CC1(C)NC(=O)N(CC(=O)NC(=O)NC(C)C)C1=O (centres undefined)	15	-0.2	-15	0.6
CSc1cccc(NC(=O)CN(c2ccc(C)cc2C)S(C)(=O)=O)c1	-18	0.0	-3	-0.1
CC(=O)c1c(C)nc2nonc2c1N	-1	2.2	-8	-0.1
Cc1cccnc1N1C(=O)C2C3c4ccccc4C(C)(c4ccccc43)C2C1=O (centres undefined)	6	-0.2	10	-0.1
O=C1NC(=O)C(Cc2cccc(Oc3ccccc3)c2)S1 (centres undefined)	-1	1.5	-5	0.2
COCCNC(=O)C(=O)NCC1CCCO1 (centres undefined)	6	-1.1	-1	0.2
N#CC1(C#N)[C@H](c2cccc(I)c2)[C@@H](C(=O)C23CC4CC(CC(C4)C2)C3)N2c3ccccc3C=C[C@@H]21	6	-0.5	12	0.0
CC(C)N1CCN(Cc2ccc3c(c2)Cc2ccccc2-3)CC1CCO (centres undefined)	6	-1.4	12	0.0
CC1=C(C(=O)OC(C)C)C(c2cccc([N+](=O)[O-])c2)n2nnnc2N1 (centres undefined)	-14	0.8	-6	-0.2
COc1ccc(C(=O)NNC(C)=O)cc1	-11	-0.7	-14	-0.1
Cc1cc(C)nc(N(C)c2ccc(S(=O)(=O)N(C)C)cc2)n1	12	1.6	4	0.2
COc1ccccc1N1CCN(CCC(=O)Nc2ccc(F)c(F)c2)CC1	2	0.7	9	-0.2
Oc1ccccc1-c1cc(C(F)(F)F)nc(-c2ccccc2)n1	2	2.3	0	0.1
COCc1cc(C)nc2sc(C(=O)OC)c(-n3cccc3)c12	3	2.9	6	-0.2
O=C1CN(C(=O)CN2CCN(c3ccccc3O)CC2)c2ccccc2N1	1	-0.5	-1	-0.1
O=C1c2ccccc2NC(c2ccoc2)N1O (centres undefined)	-2	1.0	0	-0.1
Cc1ccc(/C=C/C(=O)NCc2ccco2)cc1	13	-0.5	-56	-0.3
O=C(c1ccc([N+](=O)[O-])cc1)N1N=C2CCCCCC2C1(O)C(F)(F)F (centres undefined)	-6	-0.5	9	0.0
N#C/C(=C/c1ccc(CNS(=O)(=O)c2ccccc2)o1)C(N)=O	-1	0.2	3	0.0
CN/N=C/c1cc2cc(OC)ccc2nc1Cl	-6	1.2	-2	0.0
CC(=O)c1ccc(OCc2ccc(Br)cc2)cc1	0	-1.7	-34	0.5
C/C(=N/NC(=O)CNc1ccc(C)cc1)c1ccc2ccccc2c1	16	-0.4	3	0.2
COC(=O)C1=C(C(=O)OC)SC(=C2C(=S)C(C)(C)N(C(=O)Cc3ccccc3)c3c(OC)cccc32)S1	5	0.1	-3	-0.3
O=c1c2ccccc2[nH]c(=S)n1C1CCCC1	-3	0.7	-13	0.0
CCOC(=O)CCCCN(Cc1ccccc1F)S(=O)(=O)c1cc(Cl)ccc1Cl	2	0.4	2	0.1
O=C(CSc1ccc([N+](=O)[O-])cn1)Nc1cccc(Br)c1	-8	-1.1	-1	-0.2
O=C(Cn1c(=O)c2cccn2c2ccccc21)NCCCN1CCCC1=O	6	0.8	-3	0.1
Cc1cc(OCCCCNCCN)ccc1C(C)C	12	-1.6	8	0.5
COc1cc(/C=N/Nc2nnc(C(C)(C)C)c(=O)n2N)ccc1O	12	-0.9	8	0.0
COC(=O)C1(C)NC(c2ccc(F)cc2)C2C(=O)N(c3ccc4c(c3)OCCO4)C(=O)C21 (centres undefined)	-2	-0.6	-11	-0.2
Fc1ccc(N2CCN(c3ncnc4c3c(-c3ccccc3)cn4-c3ccc(F)cc3)CC2)cc1	-3	1.3	-2	-0.1
CCOC(=O)c1c(C)[nH]c(C)c1C(=O)COC(=O)c1c2c(nc3ccccc13)CCC2	11	-0.6	0	-0.1
O=c1/c(=C\c2ccc(-c3ccccc3[N+](=O)[O-])o2)sc2nc3cc(Br)cnc3n12	9	-0.1	-2	0.1
COc1ccc(C2C(C(=O)Nc3ccc4c(c3)OCO4)CCC(=O)N2c2ccc(OC)cc2)cc1 (centres undefined)	8	-0.5	7	0.0
Cc1ccc(-n2nc3c(c2NC(=O)c2cccc([N+](=O)[O-])c2)CSC3)cc1	18	-0.9	7	-0.1
C=CCn1c(C(=O)OCC)cc2oc(C)cc21	-7	5.7*	4	-0.1
CC(=O)c1cccc(NC(=O)c2cc(-c3ccco3)on2)c1	0	0.8	-38	-0.1
CCOCCCn1c(SCC(=O)NC2CCCCC2)nc2ccccc2c1=O	-5	0.4	-7	-0.2
CC(C)(C)n1cc(-c2ccc(C(=O)NCCCO)cn2)cn1	-2	-1.9	-27	0.7
O=C(Nc1ccc(F)cc1)/C(=C/c1cccc([N+](=O)[O-])c1)NC(=O)c1ccc(F)cc1Cl	3	-1.7	-7	0.1
Cc1cc(I)cc(C)c1OCC(=O)NN	5	-0.5	-1	0.1
N/C(=N\OC(=O)COc1ccc(Br)cc1)c1ccc(Cl)cc1	12	0.7	1	-0.1
COc1ccc(NS(=O)(=O)c2c(Cl)nc(C)c(Cl)c2C)cc1	8	1.5	-6	0.1
CCc1ccc(C2=NC(c3ccc(Br)cc3)NC(c3ccccc3O)C2)cc1 (centres undefined)	1	1.7	-51	0.0
Cc1ccc(C2C(C#N)=C(SCC(=O)Nc3cccc(C)c3C)NC3=C2C(=O)CCC3)o1 (centres undefined)	-12	1.3	64*	-0.2
O=C(NCc1ccco1)c1ccc(CSc2ccccc2)cc1	-6	-2.5	-11	-0.1
CCn1c(-c2ccc(N(C)C)cc2)nc2ccccc21	16	1.8	-39	0.3
CC(C)CC(C(=O)N1CCOCCN(C(=O)C(CC(C)C)N2C(=O)c3ccccc3C2=O)CCOCC1)N1C(=O)c2ccccc2C1=O (centres undefined)	4	-0.2	-3	0.7
O=C(Cn1c(=O)oc2cc(Cl)ccc21)NC1CCCCC1	-2	0.0	-4	0.6
O=C(CCSc1nc2ccccc2s1)Nc1ccc(Br)cc1	12	1.3	-7	0.2
CC(C)CN1C(=O)CCC1CCNCc1ccncc1 (centres undefined)	11	-0.9	9	0.1
Cc1cc(N2CCOCC2)n2nc(C)c(-c3ccc(Cl)cc3)c2n1	-1	2.7	6	0.1
CCc1ccc(-n2c(C)nc3cc(C(=O)NCc4ccc5c(c4)OCO5)ccc32)cc1	15	-0.6	-10	0.3
CCC1CN(CCC(=O)N(C)Cc2n[nH]c3c2CCCC3)Cc2cc(OC)ccc2O1 (centres undefined)	24	3.1	11	0.1

(more compounds)
SMILES	MITF primary	GPR151 ag	TEAD-YAP block	FBW7 activator
COc1ccc(N=C2SC(C(=O)Nc3ccc(OC)cc3)CC(=O)N2CCc2ccccc2)cc1 (centres undefined)	-2	0.6	0	0.2
COCC(=O)Nc1ccc(Cl)cc1C	-5	0.2	8	-0.2
O=C(N1N=C(c2ccc(Br)cc2)CC1c1ccc(Br)cc1)C12CC3CC(CC(C3)C1)C2 (centres undefined)	-10	0.9	-12	0.0
COc1ccc(N2C(=O)CC(S/C(N)=N/N=C(\C)c3ccc(O)cc3)C2=O)cc1 (centres undefined)	-1	-1.0	3	0.1
CCOC(=O)c1cc(CC)sc1NC(=O)c1ccccc1C	13	1.1	-8	0.2

Part of the list above, reduced to MITF primary.
| molecule | MITF primary |
| --- | --- |
| COCC(=O)Nc1ccc(Cl)cc1C | -5 |
| O=C(N1N=C(c2ccc(Br)cc2)CC1c1ccc(Br)cc1)C12CC3CC(CC(C3)C1)C2 (centres undefined) | -10 |
| COc1ccc(N2C(=O)CC(S/C(N)=N/N=C(\C)c3ccc(O)cc3)C2=O)cc1 (centres undefined) | -1 |
